# miR122 inh – miR-122 Renilla sensor signal increase in Huh7, primary screen, miR-122 inhibitor project, cell-based, single point, plate reader; Huh7 miR-122 Renilla luciferase sensor, 48 h; neutral wells = 0, positive control = 100; activation (reporter increase), % at 12.5 µM; actives 0.3% (n = 340,000); AID 602342, 2012;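 active = mean replicate activation score at least 90 and every replicate individually at or above 90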;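 note: higher luciferase means less miR-122 activity so hits act as miR-122 inhibitors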
# RAD52 inh – RAD52 DNA annealing inhibitors, primary screen, biochemical, FRET, single point, set 2. actives 0.46% (n = 360,000). DNA repair protein RAD52 homolog (Homo sapiens), P43351. recombinant RAD52 DNA annealing, FRET fluorescence. AID 651710, 2012. inhibition, % at 18.7 µM;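 active = every replicate showing at least 50% inhibition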
# E-sel inducer – E-selectin induction in HUVECs, primary screen, imaging, HUVEC, immunofluorescence imaging, single point; P16581; normalized: neutral wells 0, TNF-alpha wells 100; activation, % at 7.58 µM; actives 0.37% (n = 260,000);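 active = mean E-selectin-positive cell signal at least 10% of the positive control, reached in at least 60% of replicates, without over 20% cell loss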;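 note: in these data hits start at about 27%; measured in HUVEC primary endothelial cells; signal is the percent of cells scored E-selectin positive by PE staining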
#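 Test system: HUVEC; input: 3,000 HUVEC/well; measured by: immunofluorescence imaging; read-out: % PE-positive cells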
# Cneo AK release – Cryptococcus neoformans cell lysis inducers, primary screen, AK release luminescence, single concentration; C. neoformans lysis, adenylate kinase release luminescence, 4 h; normalised: neutral wells 0, clomiphene wells 100; lysis activity, % at 15 µM; actives 0.2% (n = 360,000); AID 651654, 2012;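 active = mean lysis activity across replicates of at least 80%, whatever share of replicates individually reach that level; inactive = mean lysis activity below 80%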
#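 Material – log-phase Cryptococcus neoformans yeast cells · Input – 5 × 10^6 yeast cells/mL · Medium – fresh YPD growth medium · Doses – single compound concentration per well · Timing – static 4 h at 37 °C with compound, 1 h detection · Detection – adenylate kinase release luminescence · Read-out – signal increase indicating cell lysis · Control set – Clomiphene as positive lysis control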
# RAD54 branch – inhibitors of human RAD54 branch migration, primary screen, biochemical, fluorescence, single point. inhibition, % at 10.4 µM. DNA repair and recombination protein RAD54-like (Homo sapiens), Q92698. RAD54 Holliday junction branch migration, FAM/BHQ fluorescence. actives 0.14% (n = 360,000);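 active = mean normalized replicate activity at least 40 and at least half of replicates scoring 40 or more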;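 note: 0% = median of neutral control wells and 100% = median of positive control wells; inhibitors cause a drop in the FAM fluorescence signal; in these data hits start at about 50%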
# Target sequence (Q92698 whole entry, looked up): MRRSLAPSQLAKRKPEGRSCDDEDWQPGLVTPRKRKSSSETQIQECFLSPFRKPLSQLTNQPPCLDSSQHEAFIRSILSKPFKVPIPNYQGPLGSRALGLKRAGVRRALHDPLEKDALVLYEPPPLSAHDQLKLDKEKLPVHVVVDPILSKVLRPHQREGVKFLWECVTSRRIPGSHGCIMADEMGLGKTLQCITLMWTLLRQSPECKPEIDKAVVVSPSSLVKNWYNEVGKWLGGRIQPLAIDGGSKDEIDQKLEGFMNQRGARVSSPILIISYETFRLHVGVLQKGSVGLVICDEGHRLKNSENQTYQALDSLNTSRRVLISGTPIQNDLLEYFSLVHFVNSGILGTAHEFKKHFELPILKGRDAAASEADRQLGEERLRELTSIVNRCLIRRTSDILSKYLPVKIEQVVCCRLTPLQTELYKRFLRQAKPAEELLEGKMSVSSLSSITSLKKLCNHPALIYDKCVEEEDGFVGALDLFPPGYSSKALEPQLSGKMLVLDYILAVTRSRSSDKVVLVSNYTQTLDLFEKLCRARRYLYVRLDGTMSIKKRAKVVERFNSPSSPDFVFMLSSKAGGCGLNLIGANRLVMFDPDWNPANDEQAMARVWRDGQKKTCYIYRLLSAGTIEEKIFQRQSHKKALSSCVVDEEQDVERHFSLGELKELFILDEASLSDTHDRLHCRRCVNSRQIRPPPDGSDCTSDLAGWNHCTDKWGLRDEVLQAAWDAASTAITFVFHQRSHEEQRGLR
# PglD inh – C. jejuni PglD acetyltransferase inhibitors, primary screen, biochemical, DTNB colorimetric, single point; purified PglD enzyme, DTNB colorimetric CoA detection; inhibition, % at 12.5 µM; actives 0.098% (n = 360,000); AID 602405, 2012; in the data active = inhibition above about 16%, passing the limit was not always enough; note: strong numbers were not always called active
# PGC1a acetyl inh – inhibitors of PGC1a acetylation signal, primary screen, cell-based, U2OS, AlphaScreen, inhibitor mode | AlphaScreen anti-acetyl-lysine; with virally co-expressed GCN5 acetyltransferase | inhibition, % at 15.6 µM | actives 0.17% (n = 350,000);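 active = every replicate shows inhibition of at least 40%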;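 note: 0% = neutral control wells and 100% = positive control wells; some results beyond the cut were filed as inactive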
# ERAP1 HTS inh – human ERAP1 aminopeptidase inhibitors, primary screen, biochemical, single point, plate reader; Endoplasmic reticulum aminopeptidase 1 (Homo sapiens), Q9NZ08; recombinant ERAP1, Leu-AMC fluorescence, 60 min; inhibition, % at 10.7 µM; actives 0.15% (n = 340,000); AID 652197, 2013;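 active = mean replicate inhibition of at least 30%, or all replicates individually reaching that 30% level; inactive = mean below 30% and not every replicate reaching it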;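 note: 0% = neutral control wells and 100% = L-leucinethiol positive control wells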
# Active calls of the source: *; nt = not tested or not shown; & = joins results of further samples; [ ] = remark or other dose.
SMILES,miR122 inh,RAD52 inh,E-sel inducer,Cneo AK release,RAD54 branch,PglD inh,PGC1a acetyl inh,ERAP1 HTS inh
C[C@@H]1CCCCO[C@H](CN(C)Cc2ccc3c(c2)OCO3)[C@H](C)CN([C@H](C)CO)C(=O)c2cc(NC(=O)Nc3ccc(F)cc3)ccc2O1,-3.5[16.7 µM],13.9,-0.2,2.7,-2.5,1.2,-9.5,1.5
O=[N+]([O-])c1ccc2nn(Cc3ccccc3)cc2c1,-4.3,-14.7,nt,-1.9,14.2,4.5,11.1,3.8
COc1ccccc1S(=O)(=O)N[C@@H]1CC[C@H](CCNC(=O)C2CCOCC2)O[C@@H]1CO,nt,6.3,1.7,51.5,-4.2,-2.6,2.5,0.0
CCCCN(C(=O)C1CC(=O)N(c2ccc(CC)cc2)C1)c1c(N)n(CCC)c(=O)[nH]c1=O (configuration not stated),-8.3,-5.0,-0.1,-0.7,-6.9,-5.2,7.9,-1.9
CO[C@@H]1CN(C)C(=O)c2ccc(NC(=O)CC(F)(F)F)cc2OC[C@@H](C)N(C(=O)C2CCOCC2)C[C@@H]1C,nt,-83.2,0.1,nt,nt,nt,2.0,0.8
CSc1cccc(NC(=O)c2cc(S(=O)(=O)N3CCc4ccccc43)cn2C)c1,nt,-6.0,-0.1,-1.4,1.6,-3.7,nt,1.3
O=S(=O)(NCC(c1ccco1)N1CCN(c2ccc(F)cc2)CC1)c1ccc(F)cc1 (configuration not stated),0.7,nt,nt,4.3,-12.2,9.3,6.7,nt
C[C@@H]1CN([C@@H](C)CO)C(=O)Cc2cc(NC(=O)Nc3ccccc3)ccc2O[C@@H]1CN(C)Cc1ccc(C(F)(F)F)cc1,-11.5[16.7 µM],-14.1,2.0,1.6,2.7,-1.6,3.5,-4.1
O=C([C@H]1[C@H](CO)[C@H]2Cn3c(cccc3=O)[C@H]2N1Cc1ccccc1Cl)N1CCOCC1,2.0[16.7 µM],-11.0,-0.4,0.4,-8.3,-1.2,nt,-0.4
CCCNC(=O)C[C@@H]1C[C@H]2c3cc(NC(=O)Cc4ccncc4)ccc3O[C@H]2[C@H](CO)O1,-0.6[16.7 µM],nt,0.3,-2.6,-2.4,-16.9,-2.2,nt
Cc1ccc(C(=O)NNC(=O)c2ccc(S(=O)(=O)N3CCCCC3)cc2)cc1,9.7,-10.2,nt,-1.0,-3.7,0.3,nt,4.7
N#CCCN1CCN(S(=O)(=O)c2ccc(C3CCCCC3)cc2)CC1,-6.0,-16.4,0.2,1.4,0.0,5.7,3.2,0.1
O=C(N[C@@H]1CC[C@H](CCNC(=O)C2CCCC2)O[C@H]1CO)c1ccccn1,-9.1[16.7 µM],-13.1,0.0,-4.4,7.8,-0.4,0.9,1.2
O=C1COc2ccccc2N1Cc1c(F)cccc1Cl,-8.0,-13.3,nt,-7.3,-6.2,-3.1,-6.2,-5.9
CCC(C)NC(=O)C1CCN(S(=O)(=O)c2cc([N+](=O)[O-])ccc2Cl)CC1 (configuration not stated),-2.1,-8.3,0.3,nt,nt,nt,-2.7,nt
O=C(CCN1CCCCCC1)Nc1ccc(F)cc1,3.3,nt,nt,1.7,4.0,5.2,-2.7,nt
O=C(C[C@H]1C=C[C@H](NS(=O)(=O)c2ccc(F)cc2)[C@@H](CO)O1)NCc1ccccc1F,nt,-0.7,-0.5,nt,nt,nt,13.0,0.9
CC(C)C(=O)NC(=S)Nc1ccccc1N1CCN(C(=O)c2ccc(Cl)cc2)CC1,-3.6,-6.9,-0.5,nt,nt,nt,7.4,nt
COc1ccc(-c2noc(CCC(=O)N3CCN(c4cccc(Cl)c4)CC3)n2)cc1,2.7,-11.5,-0.2,1.5,7.4,1.0,5.0,-5.1
Cc1ccc(C2(C)NC(=O)N(CC(=O)N3CCc4ccccc43)C2=O)cc1 (configuration not stated),-2.1,7.7,nt,nt,nt,nt,6.6,-0.3
O=C(c1nc(-c2ccccc2)n(-c2ccccc2)n1)N1CCCCCC1,12.0,nt,nt,-0.6,-4.8,-0.5,2.7,nt
COc1ccc(N2CCN(C(c3cccs3)c3nnnn3C3CCCC3)CC2)cc1 (configuration not stated),0.6,nt,nt,2.5,8.4,5.7,3.1,nt
CCC(C)NC(=O)c1cn(CC)c2ccc(S(=O)(=O)N3CCCCC3)cc2c1=O (configuration not stated),1.7,-6.1,-0.2,-1.1,-2.5,2.5,nt,-0.5
C[C@H](CO)N1C[C@H](C)[C@@H](CN(C)C(=O)CCCN(C)C)OCCCC[C@H](C)Oc2ccc(NC(=O)CCC(F)(F)F)cc2C1=O,-0.7[16.7 µM],0.5,1.8,0.8,-10.2,-2.3,10.4,1.8
CCOc1ccc(S(=O)(=O)N2CCC(C(=O)N3CCN(C)CC3)CC2)cc1Cl,-6.5,-3.1,nt,-1.1,-4.3,6.5,-14.8,2.6
CCc1nc(OCCN(C)C)c2oc3ccccc3c2n1,-3.4,nt,nt,-5.2,-5.6,0.1,nt,nt
COc1ccc2c(C)cc(SCC(=O)N(C)C3CCS(=O)(=O)C3)nc2c1 (configuration not stated),nt,-69.2,4.8,nt,nt,nt,4.3,-4.0
CC(C)NC(=O)N[C@H]1CC[C@H](CCNC(=O)C2CCC2)O[C@@H]1CO,11.7[16.7 µM],-10.3,-0.8,0.3,-1.6,0.4,7.4,-3.0
CCOc1cc(N2CCOCC2)c(OCC)cc1NC(=O)c1ccc(NC(C)=O)cc1,3.9,-20.2,1.9,1.3,-16.5,-10.9,1.6,-7.3
C[C@@H]1CN([C@@H](C)CO)C(=O)c2cccc(NS(C)(=O)=O)c2O[C@@H]1CN(C)CC1CCCCC1,8.8[16.7 µM],10.6,-0.3,8.1,7.9,-1.0,-0.7,-0.5
CSc1sc(C(=O)O)c2c1C(=O)CCC2,-9.5,nt,nt,0.9,-4.2,7.5,7.3,nt
O=C(c1cc(-c2ccc(O)cc2)on1)N1CCOCC1,-0.4,-7.0,nt,-1.3,-0.3,-5.7,8.4,1.4
COCC#Cc1ccc2c(c1)O[C@H](CN(C)C(=O)CN(C)C)[C@H](C)CN([C@@H](C)CO)S2(=O)=O,-15.1[16.7 µM],-22.3,1.0,4.2,-1.2,0.2,14.4,0.2
COC(=O)CCC(=O)Nc1cc(OC)c(OC)cc1Cc1nccc2cc(OC)c(OC)cc12,-5.9,-7.6,nt,0.2,-3.1,-5.0,4.3,-2.8
Cc1ccc(NC(=O)CN2C(=O)S/C(=C/c3ccc(-c4cc(C(=O)O)ccc4C)o3)C2=O)cc1C,38.8,nt,nt,-3.7,-5.0,-0.3,2.2,nt
CCOC(=O)c1cc2sccc2n1CC(=O)N1CCN(C(=O)c2ccco2)CC1,-2.5,nt,nt,0.1,4.7,4.4,-1.7,nt
CN(C)c1c([N+](=O)[O-])ncn1C,-1.2,nt,nt,0.6,0.4,-1.4,2.0,nt
C[C@H]1CN([C@@H](C)CO)C(=O)Cc2cc(NC(=O)c3ccncc3)ccc2O[C@H]1CN(C)Cc1ccc(C(=O)O)cc1,-4.1[16.7 µM],2.8,nt,-0.3,-4.4,8.2,-2.7,-2.4
COc1ccc(-c2cc(=O)oc3cc(OC(C)C(=O)NC4CC4)ccc23)cc1 (configuration not stated),-3.5,-14.2,nt,3.9,-7.9,5.0,-5.9,nt
C[C@H](NC(=O)c1ccco1)C(=O)NNC(=O)c1ccc(F)cc1,2.5,-16.0,-0.1,0.8,-11.9,1.2,-3.1,-0.4
C[C@@H]1CN([C@@H](C)CO)C(=O)c2cc(NS(=O)(=O)c3cccs3)ccc2O[C@@H](C)CCCCO[C@H]1CN(C)S(=O)(=O)c1ccc(Cl)cc1,-11.9[16.7 µM],22.7,0.0,-0.5,1.0,4.2,-3.3,-1.7
CCN1CCN(Cc2ccc(NC(=O)c3cc(NC(=O)c4cncc(-c5ccc(C#N)cc5)c4)cc(OC)c3)cc2C(F)(F)F)CC1,-29.5&-22.6,86.8*,0.0,6.1&5.5,5.4&-5.3,0.5&-6.1,85.9*,-1.0
O=C(CSc1nnc(C2CC2)n1Cc1ccccc1)NCc1ccccc1,-4.1,nt,-1.0,-3.1,1.3,-5.1,-14.1,nt
Cn1c(SCC(=O)Nc2ccc3c(c2)OCCO3)nnc1C(F)(F)F,-6.9,-0.6,nt,0.7,-10.5,4.7,4.1,2.5
CC1CC(C)CN(CC(O)COCc2ccccc2F)C1 (configuration not stated),nt,4.1,0.0,-0.1,-2.4,8.1,-0.6,-3.8
CC(NC(=O)c1cc(=O)[nH]c2ccccc12)c1ccc(F)cc1F (configuration not stated),nt,-11.3,nt,2.3,0.4,-3.1,nt,5.5
CC(C)(C)c1ccc(C(O)c2ncc(-c3ccc4ccccc4c3)[nH]2)cc1 (configuration not stated),3.1,-2.9,-0.2,-0.1,3.5,-1.3,-7.5,-7.9
Cc1c(Cl)cccc1NC(=S)NC(=O)CCN1C(=O)c2ccccc2C1=O,-4.9,3.3,nt,-3.1,-10.3,0.7,-0.2,1.7
O=C(CNS(=O)(=O)c1ccc(Br)s1)Nc1ccc2c(c1)OCCO2,nt,nt,nt,-0.5,-6.3,-0.4,-1.0,nt
O=C1CCc2cc(S(=O)(=O)N3CCN(c4ccc(F)cc4)CC3)cc3c2N1CC3,-4.4,-6.3,0.3,nt,nt,nt,-9.1,-1.4
O=c1cc(Nc2cccc(Br)c2)[nH]c(=O)[nH]1,0.8,1.2,nt,nt,nt,nt,0.2,11.0
COc1ccc(N2C(=O)CC(Cc3ccccc3OC)C2=O)cc1 (configuration not stated),-0.5,-7.7,nt,1.4,-6.5,-0.5,3.5,-1.8
CC(C)Cc1nc2oc3c(NCc4cccnc4)ncnc3c2c2c1CCC2,-0.4,-8.0,nt,-0.2,-5.3,-7.1,nt,-0.9
CCc1nc(Nc2ccc(OC)cc2OC)c2oc3ccccc3c2n1,-8.4,-3.4,0.0,1.5,6.0,5.4,nt,32.1*
O=[N+]([O-])c1ccc(Cl)c(S(=O)(=O)NCCc2ccccn2)c1,nt,-9.4,nt,2.7,-6.4,-0.4,nt,2.8
CC(C)C(=O)NC(=S)Nc1sc2c(c1C(N)=O)CCCC2,-4.5,-4.9,-0.3,-7.8,-1.2,-2.8,9.4,2.1
S=c1[nH]nc(Cn2cnc3ccccc32)n1-c1ccccc1Cl,-1.4,-15.9,0.9,-0.9,-4.5,1.1,-4.8,nt
C[C@@H]1CN([C@@H](C)CO)C(=O)Cc2cc(NC(=O)CCC(F)(F)F)ccc2O[C@@H]1CN(C)S(=O)(=O)c1ccc(F)cc1,-9.6[16.7 µM],-6.8,0.3,-8.9,4.5,2.0,-3.5,0.7

# Full records as entered above.
# Record of O=[N+]([O-])c1ccc(Cl)c(S(=O)(=O)NCCc2ccccn2)c1 → miR122 inh = nt; RAD52 inh = -9.4; E-sel inducer = nt; Cneo AK release = 2.7; RAD54 branch = -6.4; PglD inh = -0.4; PGC1a acetyl inh = nt; ERAP1 HTS inh = 2.8
# Record of Cn1c(SCC(=O)Nc2ccc3c(c2)OCCO3)nnc1C(F)(F)F → miR122 inh = -6.9; RAD52 inh = -0.6; E-sel inducer = nt; Cneo AK release = 0.7; RAD54 branch = -10.5; PglD inh = 4.7; PGC1a acetyl inh = 4.1; ERAP1 HTS inh = 2.5

# Compound activity deposited in PubChem by Broad Institute.
